S3 lipid droplet: qHTS Assay for Lipid Storage Modulators in Drosophila S3 Cells | AID 2685, 2010 | 320,000 tested, 0.64% active | Potency in µM for hits, for the others lipid storage change, negative = inhibition, % at the top dose, mostly 46.1 µM | Drosophila S3 cells, BODIPY lipid droplet fluorescence, 18-24 h; cells fed with added oleic acid; active = well fitted inhibition curve with a large enough effect in the signal ratio, with a control signal flat, not every such curve was filed as active; inconclusive = small, poorly fitted or top-dose-only effect, or effect the other way, or a change in a side signal; the % refers to the signal ratio
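Laser-scanning cytometry quantifies lipid droplet accumulation (500–530 nm total intensity; droplet/cell object ratio) in oleic acid-fed (400 uM added) Drosophila S3 cells treated with a concentration series. 20 uM Triacsin C defined 100% inhibition.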
S3 lipid droplet cell count max: also measured in S3 lipid droplet; calls as there; cell number change, %; measured here: cell count max response;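 cells counted by Cell Tracker Red CMTPX staining in the red channel; peak over a dose series mostly up to 46.1 µM; percent activity relative to internal control wells on each plate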
The depositor's hits bear a star; i = inactive; ? = inconclusive; / = no result given. % is set by controls: 0 for no effect and ±100 for the full control effect; potency is the fitted concentration of half-maximal effect. The list is partial; count on the stated rates, not on these rows.

Value order: S3 lipid droplet, S3 lipid droplet cell count max
Cc1ccc2[nH]c(CN3CCN(C)C(CCO)C3)c(C)c2c1 (stereo not given)
→ -19.1%, -4.7
Cc1c(NC(=O)CSc2cccc3cccnc23)c(=O)n(-c2ccccc2)n1C
→ ?, /
CN1CCCCC1CCN1c2ccccc2Sc2ccc(S(C)=O)cc21 (stereo not given)
→ 6.5%, 17.2
CCOc1ccc(/C=N/NC(=O)CNC(=O)c2ccc(S(=O)(=O)N3CCOCC3)cc2)cc1
→ ?, /
CCOC(=O)C1CCN(CC(=O)Nc2c(C(=O)OC)[nH]c3ccccc23)CC1
→ ?, /
CC(C)(C)NC(=O)c1cc(F)c(F)cc1Cl
→ ?, /
COCCNCc1nc2sc(C)c(-c3ccccc3)c2c(=O)[nH]1
→ 1.1%, 27.0
C=CCNC(=S)/N=c1\sccn1C
→ 5.3%, -9.3
COc1ccc(/C=N/NC(=O)c2c([N+](=O)[O-])c(C)nn2C)cc1
→ ?, /
C=CCNc1nc(C(=O)OCC(=O)Nc2cc(S(C)(=O)=O)ccc2Cl)cs1
→ ?, /
O=C(N/N=C/c1ccco1)c1ccccn1
→ ?, /
Cc1cc(NC(=O)c2cc(C(C)(C)C)oc2C)no1
→ -9.6%, -4.9
Nc1c2c(nc3sc4c(c13)CCCCC4)CCCCC2
→ ?, /
O=C(NCc1cccc(Cl)c1)C1CCN(S(=O)(=O)c2ccc(F)cc2)CC1
→ i, -4.0
COc1cc(NC(=O)CN(c2ccc(C)cc2)S(=O)(=O)c2c(C)noc2C)cc(OC)c1
→ -21.3%, 3.2
CCN(CC)S(=O)(=O)c1ccc(NC(=O)c2ccc(NS(C)(=O)=O)cc2)cc1
→ ?, /
CCc1ccc(Nc2ccc(C(=O)O)cc2[N+](=O)[O-])cc1
→ -0.7%, -6.6
O=C(c1cc2c(s1)CCCC2)N1CCN(C(=O)C2CCCO2)CC1 (stereo not given)
→ ?, /
C#Cc1ccc([C@@H]2C=C(C(=O)N3CCN(Cc4ccccc4)CC3)O[C@H](OCCCCO)C2)cc1
→ -18.7%, -3.3
CNC(=O)Cn1ncc2c(C)n(Cc3ccc(C)cc3)c(C)c2c1=O
→ ?, /
O=C(Nc1nccs1)c1ccc(N2C(=O)C3CCCCC3C2=O)cc1 (stereo not given)
→ -15.2%, 3.0
O=C(CCNS(=O)(=O)c1ccccc1)N1CCC(Cc2ccccc2)CC1
→ ?, /
Cc1nn(-c2ccccc2)c(Cl)c1/C=N/Nc1nc2ccccc2[nH]1
→ ?, /
CCn1cc(CN2CCC(n3nccc3NC(=O)c3ccccc3C)CC2)cn1
→ ?, /
CC1CN(C(C)C(=O)NC(c2ccccc2)c2ccccc2)CC(C)O1 (stereo not given)
→ -19.8%, -0.4
COc1ccccc1CNC(=O)COC(=O)c1ccccn1
→ ?, /
Cc1cccc(NC(=O)c2ccc(COc3ccccc3[N+](=O)[O-])o2)n1
→ ?, /
O=C(CNC(=O)c1ccc(Br)cc1)NCCc1nc2ccccc2[nH]1
→ ?, /
Cc1ccc2nsnc2c1N
→ ?, /
COc1ccc(OC)c(Nc2cc(C)nc3ccccc23)c1
→ ?, /

Compound profiles, as listed above:
Entry for CC(C)(C)NC(=O)c1cc(F)c(F)cc1Cl → S3 lipid droplet: ?; S3 lipid droplet cell count max: /
Entry for C=CCNC(=S)/N=c1\sccn1C → S3 lipid droplet: 5.3%; S3 lipid droplet cell count max: -9.3

(further entries)
Value order: S3 lipid droplet, S3 lipid droplet cell count max
COc1ccccc1NC(=O)c1ccc(NC(=O)CSc2nc(N)cc(=O)[nH]2)cc1
→ ?, /
Cc1ccc(/C=c2/sc3n(c2=O)CCCN=3)o1
→ -5.0%, -21.6
O=S(=O)(c1ccc(S(=O)(=O)n2cnc3ccccc32)cc1)N1CCCCCC1
→ ?, /
CCC(C)NC(=O)COC(=O)c1cccnc1Nc1ccccc1F (stereo not given)
→ ?, /
Cn1c2c(c(=O)n(C)c1=O)C(NC(=O)C(C)(C)C)(C(F)(F)F)C(=O)N2 (stereo not given)
→ ?, /
CCOc1ccc(OCc2cccc(C(=O)N3CCCCCC3)c2)cc1
→ ?, /
O=C(COc1ccccc1[N+](=O)[O-])N/N=C/c1ccccn1
→ 3.5%, -10.7
COc1ccc(OCCNS(=O)(=O)c2ccc3oc4ccccc4c3c2)cc1
→ ?, /
CCN(CC)c1ccc(C=C2C(=O)OC3(CCCC3)OC2=O)cc1
→ -0.5%, -1.3
CCOC(=O)/C(=C/c1ccco1)NC(=O)c1ccc(Br)o1
→ -0.8%, -4.9
CC1(C)CC(=O)C2=C(C1)NC(=O)NC2c1ccccc1 (stereo not given)
→ -5.4%, -8.9
O=C(N/N=C1/CCCc2ccccc21)c1cc([N+](=O)[O-])cc([N+](=O)[O-])c1
→ ?, /
COc1ccc(Cl)cc1NC(=O)c1noc2c1CCCC2
→ -4.5%, -16.9
COCCCn1c(C)nnc1SCC(=O)NNC(=O)COc1ccc(Cl)cc1
→ ?, /
Cc1ccnc(NS(=O)(=O)c2ccc(NC(=O)CCOc3ccccc3)cc2)n1
→ -8.8%, 39.2
CC1(C)C(C#N)=C(N)OC2=C1C(=O)CCC2
→ ?, /
Cc1nnc2ccc(-c3cccc(NC(=O)c4ccc(Cl)nc4)c3)nn12
→ ?, /
Cc1cccc(NC(=O)N2CCCCCC2)c1C
→ ?, /
O=C(Cc1ccccc1)NCCc1ccc(Cl)cc1Cl
→ ?, /
N#Cc1cccc(NC(=O)Cn2cnc(S(=O)(=O)N3CCCCC3)c2)c1
→ ?, /
CCOc1ccccc1OCCCC(=O)N1CCN(S(=O)(=O)c2ccc(Cl)cc2)CC1
→ -12.5%, -14.9
O=P(c1ccccc1)(c1ccccc1)c1ccc(O)cc1
→ ?, /
O=C(COc1ccccc1Cl)NNC(=O)C1CCCO1 (stereo not given)
→ i, /
CSc1nsc(/C=C/Nc2ccc(F)cc2F)c1C#N
→ ?, /
CN(C)C(CNC(=O)c1cc(S(=O)(=O)N(C)c2ccccc2)ccc1Cl)c1cccs1 (stereo not given)
→ ?, /
CCOc1ccc(NC(=O)c2ccc(CNc3c(N4CCCC4)c(=O)c3=O)cc2)cc1
→ ?, /
O=C(CN(C(=O)C1CSC(=O)C1)c1cccc(F)c1)NC1CCCC1 (stereo not given)
→ ?, /
COc1ccc(C2Nc3ccccc3C(=O)N2Cc2ccco2)cc1COc1ccc(NC(C)=O)cc1 (stereo not given)
→ ?, /
Cc1ccc2c(ccn3cc4c(c(=O)n(C)c(=O)n4C)c23)c1
→ -2.8%, -14.0
O=C(O)CCSc1nnc(-c2ccncc2)n1-c1ccccc1
→ -2.3%, 10.0
O=C(Nc1ccccc1-c1ccccc1)NC1CC2CCCC(C1)N2Cc1ccc(F)cc1 (stereo not given)
→ ?, /
CCCn1nc2cc(C(=O)NC3CCc4ccccc43)ccc2c1OCC (stereo not given)
→ ?, /
CC1CC(C)CN(C(=O)CCNC(=O)c2ccccc2Cl)C1 (stereo not given)
→ i, 17.8
CCOC(=O)C(N)CSC1CC(=O)N(c2ccc(C(=O)OC)cc2)C1=O (stereo not given)
→ 25.9%, 8.1
Cn1nccc1C(=O)N1CCN(C23CC4CC(CC(C4)C2)C3)CC1
→ ?, /
COc1cc2ccccc2cc1C(=O)N1CCc2ccccc21
→ ?, /
CCC(C)NC(=O)NC(=O)N(C1CCCCC1)S(C)(=O)=O (stereo not given)
→ 4.2%, 0.5
Cc1ccc(NC(=S)N2CCN(c3nccc(C(F)(F)F)n3)CC2)c(C)c1
→ -6.1%, 8.7
NC1=NC[C@H](c2ccccc2)N1CCCCC1CCCCC1
→ -7.9%, -12.8
Cc1ccc(C(=O)NCC(=O)OCc2csc(-c3ccccc3)n2)cc1
→ ?, /
Nc1nc(SCC(=O)N2CCc3ccccc3C2)[nH]c(=O)c1-c1ccccc1
→ ?, /
CCOC(=O)N1CCC(N2CC34C=CC(O3)C(C(=O)Nc3ccc(C(C)C)cc3)C4C2=O)CC1 (stereo not given)
→ ?, /
CCC1(C)OC(=O)N2CCc3c(C)[nH]c4c(C)ccc(c34)C21C (stereo not given)
→ ?, /
COc1ccc(NS(=O)(=O)c2cccc(-c3nnc(-c4ccccc4)o3)c2)cc1
→ -0.9%, -8.6
CS(=O)(=O)N(CC(=O)Nc1ccccc1C(=O)N1CCOCC1)c1ccccc1
→ -6.8%, 3.3
Cc1ccc2[nH]c3c(=O)n(CC(=O)NCc4ccco4)ncc3c2c1
→ ?, /
CCCCCCC1CC(CSC(=N)N)OC1=O (stereo not given)
→ ?, /
COC(=O)/C=c1/s/c(=C(/C#N)C(=O)N2CCOCC2)n(-c2ccccc2)c1=O
→ ?, /
Cc1ccc(S(=O)(=O)N2CCN(C(=O)COC(=O)CCCOc3ccccc3)CC2)c(C)c1
→ ?, /
COc1ccc(C2C(C#N)=C(N)N(c3sc4c(c3C#N)CCCC4)C3=C2C(=O)CC(C)(C)C3)cc1OC (stereo not given)
→ ?, /
CC1CCc2c(C(=O)OCC(=O)Nc3cccc(S(=O)(=O)N4CCCCCC4)c3)csc2C1 (stereo not given)
→ ?, /
CC(=O)N1CCN(C(=O)COc2ccc(N(C)S(=O)(=O)c3cccs3)cc2)CC1
→ 6.8%, -1.3
Fc1ccc(CNc2nc3ccccc3n3cnnc23)cc1
→ ?, /
NC(=O)c1sc(=S)n(-c2ccc(Br)cc2)c1N
→ ?, /
O=C(COC(=O)CNC(=O)c1ccccc1)Nc1cccc(Br)c1
→ -1.0%, -6.2
Nc1nc(CC(=O)CSc2ccc(Cl)cc2)nc(Nc2ccc(F)cc2)n1
→ ?, /
CCC1(CC)NC(=O)N(CC(=O)OCC(=O)Nc2ccc(F)c(F)c2F)C1=O
→ 4.1%, /
C/C(N)=C(/C#N)C(=O)COC(=O)c1cc2c(s1)CCC(C)C2 (stereo not given)
→ ?, /
CCOc1cc(S(=O)(=O)NCCc2ccccc2C)c(OCC)cc1-n1cnnn1
→ ?, /
COC(=O)C(C)N(C#N)c1nc(NC(C)C)nc(SC)n1 (stereo not given)
→ i, /

Other entries
Value order: S3 lipid droplet, S3 lipid droplet cell count max
Cc1n[nH]c(C)c1CCN(C)C(=O)C1CCC(=O)N(CC2CCCCC2)C1 (stereo not given)
→ ?, /
CNc1c(NS(=O)(=O)c2ccc(C(C)(C)C)cc2)c(=O)oc2ccccc12
→ ?, /
COc1ccc(/C=N/NC(=O)c2cc(-c3ccccc3)nc3ccccc23)cc1O
→ ?, /
Cc1ccccc1N(CC(=O)NCCSc1ccccn1)S(=O)(=O)c1ccccc1
→ 5.9%, 8.8
Cc1ccc2c(Cl)c(C(=O)Nc3cccnc3)sc2c1
→ ?, /
COc1cc(/C=N/N2CCCCC2)cc(OC)c1O
→ i, -11.7
Cc1ccc(C(=O)NCCC(=O)N2CCCC2)cc1
→ ?, /
COc1ccc(CNCCC(c2ccccc2)C2CCOC(C)(C)C2)cc1 (stereo not given)
→ 1.1%, 23.7
O=c1[nH]c(-[n+]2ccccc2)c(/C=N/N=C(\[O-])c2ccccc2)s1
→ 3.7%, -2.4
CCOc1ccccc1N1CCN(C(=O)c2cc(S(=O)(=O)N3CCCCC3)ccc2C)CC1
→ ?, /
CN(C)c1ccc(/C=C(/NC(=O)c2ccccc2)C(=O)NCCCn2ccnc2)cc1
→ i, 18.6
Cc1cc(C)cc(OCC(=O)O/N=C(\N)c2ccccc2Cl)c1
→ ?, /
CC(NC(=O)Cn1cc(C(F)(F)F)ccc1=O)c1ccc(F)cc1 (stereo not given)
→ 7.4%, 4.5
Cc1onc(-c2ccccc2)c1CNS(=O)(=O)c1cccc(Br)c1
→ 8.4%, 12.0
O=C(Nc1ccccc1)C12CC3CC(C1)CC(n1cnc([N+](=O)[O-])n1)(C3)C2
→ ?, /
CC(C)C(=O)c1cn(CC(=O)N2CCCc3ccccc32)c2ccccc12
→ ?, /
Cc1ccc(P(=O)(CSC(=N)N)c2ccc(C)cc2)cc1
→ ?, /
CCN(CC)c1ccc(C2C3CCCCC3(O)CCN2CC(=O)N2CCCCC2)cc1 (stereo not given)
→ -0.2%, -20.9
CCOc1ncccc1-c1nc(-c2cccs2)no1
→ 21.8%, -0.4
CCOc1ccccc1OCCCC(=O)N1CCN(S(=O)(=O)c2ccc(C)cc2)CC1
→ 11.4%, -13.5
CCn1c(=O)n(CC)c2cc(N3CCCC3)c(NC(=O)c3ccc(C)cc3)cc21
→ i, -23.8
Cc1ccc(NC(=O)CS(=O)CC(=O)NC(C)CCc2ccco2)cc1Cl (stereo not given)
→ 2.0%, -11.5
O=CN1CCc2scc[n+]2-c2ccccc21
→ 1.1%, -2.1
Cc1cc(Br)ccc1OCC(=O)N1CCCCCC1
→ i, /
CC1CN(C)C(C)C/C1=N\Oc1ccc([N+](=O)[O-])cc1 (stereo not given)
→ 19.6%, 3.6
COc1ccc(C(=O)Nc2nnc(SCC(=O)NCC3CCCO3)s2)cc1OC (stereo not given)
→ ?, /
C=CCc1ccccc1Oc1cc(F)nc(N)n1
→ 1.4%, -5.0

Single values from the entries so far:
S3 lipid droplet cell count max with CCOc1ccccc1OCCCC(=O)N1CCN(S(=O)(=O)c2ccc(Cl)cc2)CC1 stands at -14.9
S3 lipid droplet cell count max with C=CCNC(=S)/N=c1\sccn1C stands at -9.3
S3 lipid droplet cell count max with C#Cc1ccc([C@@H]2C=C(C(=O)N3CCN(Cc4ccccc4)CC3)O[C@H](OCCCCO)C2)cc1 stands at -3.3
S3 lipid droplet cell count max with Cc1ccc(NC(=O)CS(=O)CC(=O)NC(C)CCc2ccco2)cc1Cl (stereo not given) stands at -11.5

A portion taken from the entries so far, as a working copy:
Value order: S3 lipid droplet, S3 lipid droplet cell count max
CC1CN(C)C(C)C/C1=N\Oc1ccc([N+](=O)[O-])cc1 (stereo not given)
→ 19.6%, 3.6
COc1ccc(C(=O)Nc2nnc(SCC(=O)NCC3CCCO3)s2)cc1OC (stereo not given)
→ ?, /
C=CCc1ccccc1Oc1cc(F)nc(N)n1
→ 1.4%, -5.0
